Source: PubChem (National Center for Advancing Translational Sciences (NCATS))
Epigenetic reg = Quantitative High-Throughput Screen for Regulators of Epigenetic Control; murine LDR cells, GFP reporter derepression, 30 h; Potency, µM (series often up to 53.9 µM), inactives show top-dose GFP activation, usual class: activators; 280,000 compounds, 0.2% hits; AID 1865, 2009; also: potency is read from the fitted curve at half-maximal effect; % of control where 0% means no effect; nearly all actives have a fitted effect of over 60% in size
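Reporter derepression read as number of fluorescent GFP-positive objects, 20-120 um in size, counted by laser-scanning cytometer. Mouse LDR line with an epigenetically silenced CMV-GFP locus; compound incubation 30 h, 37 C.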
aGal spleen mod = qHTS Assay for Inhibitors and Activators of Human alpha-Galactosidase From Spleen Homogenate; 240,000 compounds, 0.008% hits; AID 2107, 2009; Potency, µM (top dose mostly 80 µM), without a hit: top-dose activity change, negative = inhibition, hits mostly inhibitors; human spleen homogenate, 4MU-alpha-Gal fluorescence, 40 min;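 also: potency is read from the fitted curve at half-maximal effect; 0% = enzyme with vehicle and -100% = no enzyme basal signal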
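Inhibition or activation of alpha-galactosidase in human spleen homogenate is scored by 4-MU fluorescence after 40 min at 37C, pH 5.0, with 1 mM substrate. AC50s come from concentration-response fitted to the Hill equation.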
Tau FP inhib = qHTS for Inhibitors of Tau Fibril Formation, Fluorescence Polarization | K18 P301L tau heparin fibrillization, Alexa594 FP, 6 h | Potency, µM (series often up to 57.7 µM), for the others: top-dose activity, negative = inhibition, most hits filed as inhibitors | 280,000 compounds, 0.39% hits | Microtubule-associated protein tau (Homo sapiens), P10636; also: potency is read from the fitted curve at half-maximal effect; % is scaled to controls: 0 for no effect and ±100 for the full control effect; nearly all actives have a fitted effect of over 55% in size
Target sequence (P10636 561-689 P618L limits assumed): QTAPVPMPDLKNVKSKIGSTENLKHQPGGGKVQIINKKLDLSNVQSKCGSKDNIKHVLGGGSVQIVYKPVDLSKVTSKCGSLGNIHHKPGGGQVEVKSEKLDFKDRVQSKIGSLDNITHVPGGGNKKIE
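K18 P301L tau (15 uM unlabeled/0.24 uM Alexa 594-labeled, final) + compound + heparin 20 uM final; 100 mM NaOAc pH 7; 6 hr 37 C; ThT 30 uM final added, 1 hr RT; FP ex 555/em 632 nm.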
Tau fluor counter = Counterscreen qHTS for Inhibitors of Tau Fibril Formation, Fluorescence Polarization. Potency, µM (series often up to 57.7 µM), inactives show at the highest dose activity change, negative = decrease. tau K18 P301L (four-repeat tau fragment) Alexa594 fluorescence, heparin fibrillization. AID 1463, 2008. 280,000 compounds, 0.93% hits; also: potency is read from the fitted curve at half-maximal effect; % is scaled to controls: 0 for no effect and ±100 for the full control effect; nearly all actives have a fitted effect of over 55% in size
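Human K18 P301L tau (15 uM unlabeled plus 0.24 uM Alexa 594-labeled, final) in 100 mM sodium acetate pH 7 was mixed with compound and 20 uM heparin and incubated 6 hr at 37 C.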
CBFb RUNX1 block = qHTS Assay for Compounds Blocking the Interaction Between CBF-beta and RUNX1 for the Treatment of Acute Myeloid Leukemia; Runt-related transcription factor 1 (Homo sapiens) + Core-binding factor subunit beta …; AlphaScreen CBFb-His/RUNX1-biotin binding, biochemical; Potency, µM (series often up to 59.8 µM), inactives show top-dose activity, negative = inhibition, most hits filed as inhibitors; 230,000 tested, under 10 active; also: % of control where 0% means no effect
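Room-temperature protein-protein interaction test with 30 nM each of His-tagged CBF-beta and biotinylated RUNX1, 15 min with compound, then 90 min with nickel plus streptavidin beads. Signal read in AlphaScreen mode.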
TexasRed fluor = Total Fluorescence Counterscreen for Inhibitors of the Interaction of Thyroid Hormone Receptor and Steroid Receptor Coregulator 2 | 280,000 compounds, 0.29% hits | TRb/SRC2 Texas Red total fluorescence interference | Potency, µM (titrated, usually from 106 µM), for inactives: top-dose fluorescence change, negative = quenching | AID 1479, 2009; active = well fitted curve in either direction with a large enough effect; inconclusive = small, poorly fitted or top-dose-only effect; also: potency is read from the fitted curve at half-maximal effect; % is scaled to controls: 0 for no effect and ±100 for the full control effect
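Flags fluorescent or light-absorbing compounds by total fluorescence, S + 2P, at 555 nm excitation and 632 nm emission. Mixture: 20 nM Texas Red SRC2 peptide, 0.6 uM human TRb LBD, 1 uM T3, 5% DMSO; compound exposure 5 h at ambient temperature.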
TRb SRC2 PPI = qHTS for Inhibitors of the Interaction of Thyroid Hormone Receptor and Steroid Receptor Coregulator 2; Thyroid hormone receptor beta (Homo sapiens), P10828; TRbeta-SRC2 peptide binding, fluorescence polarization; receptor liganded with 1 µM T3; Potency, µM (top dose mostly 106 µM), for the others: at the highest dose activity change, negative = inhibition, usual class: inhibitors; 280,000 compounds, 0.065% hits; AID 1469, 2008;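 also: potency is read from the fitted curve at half-maximal effect; plate controls were bound peptide for no effect and peptide without receptor for full effect; nearly all actives have a fitted effect of over 50% in size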
Target sequence (P10828 whole entry, looked up): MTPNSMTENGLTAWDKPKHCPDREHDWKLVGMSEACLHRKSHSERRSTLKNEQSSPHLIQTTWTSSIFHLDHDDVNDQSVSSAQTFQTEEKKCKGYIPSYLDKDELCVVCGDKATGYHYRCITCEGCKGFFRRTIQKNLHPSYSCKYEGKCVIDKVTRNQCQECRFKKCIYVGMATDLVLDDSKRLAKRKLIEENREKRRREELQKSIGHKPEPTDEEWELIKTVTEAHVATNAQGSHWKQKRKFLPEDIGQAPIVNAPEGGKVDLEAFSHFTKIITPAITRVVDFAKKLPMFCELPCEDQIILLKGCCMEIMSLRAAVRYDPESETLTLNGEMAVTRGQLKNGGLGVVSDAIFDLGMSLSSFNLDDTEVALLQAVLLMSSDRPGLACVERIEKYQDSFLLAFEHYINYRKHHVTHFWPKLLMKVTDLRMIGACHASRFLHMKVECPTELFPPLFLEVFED
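Each compound concentration gave % activity, normalized to unbound and bound Texas Red SRC2 controls, from polarization read after 5 hr ambient incubation with T3-loaded human TRb LBD.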
NPSR antagonist = qHTS Assay for Antagonists of the Neuropeptide S Receptor: cAMP Signal Transduction; Q6W5P4; 220,000 compounds, 1% hits; CHO-NPSR cells, cAMP TR-FRET, antagonist mode; AID 1461, 2008; Potency, µM (top dose mostly 38.3 µM), for inactives: at the top dose activity change, negative = inhibition, usual class: inhibitors; also: potency is read from the fitted curve at half-maximal effect; % is scaled to controls: 0 for no effect and ±100 for the full control effect; nearly all actives have a fitted effect of over 50% in size; many of its hits are not listed in these tables
Target sequence (Q6W5P4 whole entry, looked up): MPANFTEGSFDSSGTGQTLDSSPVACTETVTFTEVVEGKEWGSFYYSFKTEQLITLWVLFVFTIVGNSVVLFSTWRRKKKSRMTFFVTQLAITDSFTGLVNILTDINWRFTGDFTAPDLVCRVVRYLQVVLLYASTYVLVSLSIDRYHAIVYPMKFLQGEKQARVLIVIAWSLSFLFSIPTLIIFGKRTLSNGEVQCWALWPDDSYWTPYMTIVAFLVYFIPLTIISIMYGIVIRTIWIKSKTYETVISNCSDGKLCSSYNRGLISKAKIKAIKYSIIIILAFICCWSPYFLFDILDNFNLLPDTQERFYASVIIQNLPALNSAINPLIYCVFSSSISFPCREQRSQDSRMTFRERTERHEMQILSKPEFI
Numbers without * were called inactive; u = inconclusive; x = not tested or not shown; & = joins results of further samples; [ ] = remark or other dose. Unless noted, calls follow the shape of the dose curve; as a rule, active = well fitted curve in the direction sought with a large enough effect; inconclusive = small, poorly fitted or top-dose-only effect, or another doubt; inactive = no such curve, though single readings can be large; an effect the other way counts as inactive or inconclusive. Some of the compounds tested. The share of hits here may be higher or lower than overall.

SMILES	TexasRed fluor	CBFb RUNX1 block	Tau FP inhib	Tau fluor counter	aGal spleen mod	Epigenetic reg	NPSR antagonist	TRb SRC2 PPI
Cc1nn(C)cc1CN(C)C(=O)c1nn2c(c1Br)NC(c1cccs1)CC2C(F)(F)F (stereo not given)	-6%	-7%	2%	0%	0%	1.2%	8%	-1%
Cc1ccc(-c2nc3ncccc3o2)cc1NC(=O)COc1ccc(C(C)C)cc1	1%	x	-12%	-23%	x	6.8%	x	2%
COCCCNC(=O)CCc1nc(-c2ccccc2)no1	-1%	6%	3%	-8%	7%	0.0%	0%[46.1 µM]	-6%
CCC(NC(=O)c1ccccc1NC(=O)c1ccccc1)C(=O)OC (stereo not given)	-1%	12%	1%	-10%	5%	3.1%	-4%	-16%
COC(=O)CNC(c1ccccc1)c1cc(Br)ccc1NC(C)=O (stereo not given)	-1%	1%	-6%	0%	-13%	-4.2%	-18%	1%
O=C(/C=C/c1ccc([N+](=O)[O-])cc1)c1cccs1	-7%	1%	-6%	-22%	-1%	1.1%	4%[7.67 µM]	2%
COC(=O)C1=NN(C(=O)c2cccc(Br)c2)C(O)(c2ccc(Cl)cc2)C1 (stereo not given)	-2%	-19%	8%	-28%	4%	1.1%	-22%	1%
O=C(N/N=C/c1cccc([N+](=O)[O-])c1)c1ccccc1-n1cccc1	0%	-7%	1%	-21%	5%	-0.3%	-10%	0%
Cc1ccc(-c2noc(-c3ccccc3OCC(=O)Nc3ccccc3[N+](=O)[O-])n2)cc1	-2%	x	u	-28%	x	-2.3%	x	-2%
COc1cccc(NC(=O)CN2C(=O)CSc3ccc(S(=O)(=O)N4CCCC4)cc32)c1	-3%	x	-8%	u	x	-1.3%	x	3%
CCOC(=O)c1cccc(NC(=O)C2CCCN2S(=O)(=O)c2cccc3cccnc23)c1 (stereo not given)	-1%	-2%	-4%	-13%	-4%	-1.1%	4%[46.1 µM]	2%
CCOC(=O)c1cc2ccc(OC)c(OC)c2c(=O)s1	-2%	8%	1%	-9%	8%	-1.1%	0%[46.1 µM]	-9%
Cc1cccc(C(CC(=O)O)n2cccc2)c1 (stereo not given)	-4%	9%	7%	-1%	2%	-3.6%	-5%[46.1 µM]	-18%
Cc1ccc(Cl)cc1NC(=O)c1cc(-c2ccc3c(c2)OCCO3)on1	0%	x	u	-26%	x	-3.2%	x	0%
COc1ccc2c(c1)cc(CNc1ccc(OC)c(OC)c1)c(=O)n2CC(=O)Nc1ccccc1C	-1%	x	8%	u	x	-0.2%	x	8%
CCCN(CC1CC1)C(=S)Nc1ccccc1F	-3%	-5%	1%	1%	-4%	1.3%	2%	9%
CCN1C=C(C(=O)OC)C(c2cccc(OC)c2OC)C(C(=O)OC)=C1	-4%	-10%	-4%	-3%	u	-2.2%	3%	-2%
COc1ccccc1C(=O)N1CCN(S(=O)(=O)Cc2ccccc2)CC1	0%	2%	4%	1%	1%	-4.3%	4%[46.1 µM]	0%
CCN(CC)c1ccc(NC(=O)Nc2ccccc2C(F)(F)F)cc1	u	-4%	9%	-11%	-4%	1.4%	-14%[46.1 µM]	u
COc1ccc(Cc2nnc(NC(C)=O)s2)cc1	1%[53 µM]	1%	-1%	-1%	-3%	0.1%	-15%	-3%[53 µM]
COc1cc(OC)c(OC)cc1CNCCCSc1nnnn1C	5%	x	-6%	6%	x	-2.4%	x	-3%
CC1CC(C)CN(C(=O)c2cn(C)c3ccc(S(=O)(=O)N(C)C)cc3c2=O)C1 (stereo not given)	4%	-1%	-3%	-5%	3%	0.0%	1%[46.1 µM]	1%
Cc1ccc(Cl)cc1N(C)C(=O)c1cnc(N2CCOCC2)c2ccccc12	-3%	x	1%	-9%	x	2.8%	x	-2%
COc1ccc(NC(=S)NC2CC3CCCC(C2)N3C2CC2)cc1 (stereo not given)	-2%	3%	8%	4%	3%	2.9%	16%	-3%
O=C(CSc1nnc(SCc2ccc(Cl)cc2)s1)N/N=C/c1ccccc1Cl	-1%	4%	-10%	u	7%	1.5%	-25%	4%
COc1ccc2[nH]cc(CCN3C(=O)CCC3=O)c2c1	0%	2%	-8%	-8%	-5%	-3.2%	-12%[46.1 µM]	-5%
Clc1ncc2[nH]cnc2n1	-5%	7%	-2%	-3%	9%	-0.2%	24%	-9%
CC(=O)Nc1cccc(NS(=O)(=O)c2ccccc2[N+](=O)[O-])c1	-1%	-1%	0%	10%	-6%	1.1%	15%	-14%
CCOc1cccc(C(=O)NC(c2ccccc2)C(C)C)c1 (stereo not given)	23%	-3%	3%	9%	-7%	-0.9%[10.1 µM]	-18%	11%
Cc1cc2c3c(c1C)C1(C(=O)N3C(C)(C)CC2C)C(C#N)=C(N)OC2=C1C(=O)CC(C)(C)C2 (stereo not given)	-1%	-19%	3%	6%	6%	2.4%	-16%[46.1 µM]	0%
COc1ccc(-c2cc(C(F)(F)F)n3nc(C(=O)Nc4cc(C)ccc4C)cc3n2)cc1	1%	x	-3%	-6%	x	-1.1%	x	6%
CN1CC(=O)N(CC(=O)Nc2ccc(SC(F)F)cc2)C1=O	-4%	11%	-4%	-13%	0%	-0.1%	8%	5%

Complete entries, looked up by structure. Order of values: TexasRed fluor | CBFb RUNX1 block | Tau FP inhib | Tau fluor counter | aGal spleen mod | Epigenetic reg | NPSR antagonist | TRb SRC2 PPI
Cc1cc2c3c(c1C)C1(C(=O)N3C(C)(C)CC2C)C(C#N)=C(N)OC2=C1C(=O)CC(C)(C)C2 (stereo not given) in the list: -1% | -19% | 3% | 6% | 6% | 2.4% | -16%[46.1 µM] | 0%
Clc1ncc2[nH]cnc2n1 in the list: -5% | 7% | -2% | -3% | 9% | -0.2% | 24% | -9%
COc1ccc(-c2cc(C(F)(F)F)n3nc(C(=O)Nc4cc(C)ccc4C)cc3n2)cc1 in the list: 1% | x | -3% | -6% | x | -1.1% | x | 6%

Other entries follow.
SMILES	TexasRed fluor	CBFb RUNX1 block	Tau FP inhib	Tau fluor counter	aGal spleen mod	Epigenetic reg	NPSR antagonist	TRb SRC2 PPI
COc1ccc(NC(=S)N(CCN(C)C)C(C)c2ccncc2)cc1Cl (stereo not given)	-2%	-4%	8%	0%	-7%	-0.9%	-6%	-4%
COc1ccc(CCNC(=O)C(=O)NCC2CCNCC2)cc1OC	-4%	-1%	3%	3%	7%	1.1%	-21%	-5%
COc1ccc(NC(=O)CCc2nc3cccnc3n2-c2ccccc2)cc1Cl	1%	x	3%	u	x	-3.1%	x	5%
Cc1ccnc(NS(=O)(=O)Cc2ccccc2)c1	-2%	1%	-1%	-1%	3%	-3.3%	0%[46.1 µM]	-3%
COc1ccc(/C=C/C(=O)OCC(=O)NCc2cccs2)cc1OC	-15%	9%	4%	5%	-6%	-1.1%	6%	4%
Nc1c(N2CCCC2)cc(Cl)c2nonc12	-2%	-17%	u	-24%	-6%	-6.6%	5%[46.1 µM]	u
CCCc1ccc(Oc2cc(Cl)nc(N)n2)cc1	-2%	-1%	-4%	-11%	-13%	5.7%	13%	0%
COc1ccc(-n2c(SCC(=O)N3CCOCC3)nnc2C(C)N2CCCCC2)cc1 (stereo not given)	-1%	16%	6%	-8%	-1%	-0.6%	12%	-1%
Cc1ccc(S(=O)(=O)NN=C2CCN(Cc3ccccc3)CC2)cc1	-3%	-1%	-3%	-3%	2%	-0.1%	5%	4%
COCCNS(=O)(=O)c1ccc(C)c(C)c1C	-6%	4%	5%	1%	6%	0.0%	13%	-2%
CCCc1cc(C(F)(F)F)c(C#N)c(=O)[nH]1	-1%	4%	-1%	-6%	u	0.7%	-8%[46.1 µM]	7%
CCCCNC(=O)c1ccc2nc(-c3ccco3)c(-c3ccco3)nc2c1	-28%	u	u	u	2%	-1.0%	-37%	12%
COc1ccc(-c2csc(NC(=O)COC(=O)c3ccco3)n2)cc1	-4%	9%	-16%	-21%	-6%	4.8%	-4%	1%
Cc1cc(C)nc(NC(=O)c2c(-c3ccccc3Cl)noc2C)n1	-5%	5%	-2%	-1%	-4%	0.0%	-5%[46.1 µM]	4%
Cc1nc(-c2ccc(Cl)cc2)sc1C(=O)CBr	0%	-6%	4%	4%	4%	-1.2%	-12%	5%
NC(N)=NNC(=O)c1ccccc1Cl	-2%	-2%	2%	1%	2%	7.4%	4%	-6%
CCOc1ccccc1-c1nnc2n1N=C(c1cc(OC)ccc1OC)CS2	0%	8%	x	x	-4%	x	x	-5%
COc1ccc(NC(=O)Cn2cnc3sc(C)c(S(=O)(=O)N4CCN(C)CC4)c3c2=O)cc1OC	0%&-1%	3%	7%&-13%	3%&-3%	1%	4.2%&6.8%	22%	-6%&-3%
CCNC(=S)N(CCc1ccccc1C)Cc1cc2cc(OC)c(OC)cc2[nH]c1=O	-1%	-8%	-14%	u	12%	0.0%	-27%[46.1 µM]	1%
O=C(CSc1nc2ccccc2s1)N1CCN(C(=O)c2ccco2)CC1	-8%	8%	-2%	-13%	9%	-4.6%	-2%[46.1 µM]	-8%
CN(C)C(=O)C12CCC(C)(C(=O)C1Br)C2(C)C (stereo not given)	-2%	6%	-7%	1%	-7%	-0.9%	10%	7%
COC(=O)C1=C(C)N(CCCC(=O)O)C(=O)NC1c1cc2c(cc1[N+](=O)[O-])OCO2 (stereo not given)	-3%	2%[2.36 µM]	-18%	-26%	2%	-1.6%	-4%	1%
Cc1cccc(CSc2cn(CC(=O)N3CCCCCC3)c3ccccc23)c1	-2%	x	3%	-19%	x	1.4%	x	3%
